CR mimetic SO: caloric restriction mimetics inhibiting age-related superoxide in yeast. S. cerevisiae aged cells, superoxide DHE fluorescence; stronger effect = lower value. actives 0.18% (n = 330,000). AID 2690. superoxide response (% of plate mean), % at 10 µM;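 active = superoxide response under a set limit, about three screen SD below normal, cut at about 65% in these data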;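 note: yeast aged for seven days with compound at 30 °C before DHE staining; 100% = average MFI of all compound-treated wells on the plate with controls excluded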
RPL19A-GFP yeast: modulators of TOR pathway RPL19A-GFP in S. cerevisiae. S. cerevisiae RPL19A-GFP strain, flow cytometry, 3 h; stronger effect = lower value. percent response vs DMSO, % at 10 µM. actives 0.3% (n = 330,000);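 active = percent response vs DMSO below 50%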;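 note: median channel GFP fluorescence of the barcoded RPL19A-GFP strain; ratio of sample median GFP to plate DMSO average so 100% = DMSO; lower means less RPL19A-GFP as with rapamycin TOR inhibition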
MEP2 TOR yeast: alters MEP2-GFP fluorescence in TOR pathway yeast screen; S. cerevisiae MEP2-GFP strain, flow cytometry GFP, 3 h; 100% = DMSO control level; GFP response vs DMSO, % at 10 µM; actives 0.51% (n = 330,000);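 active = GFP response versus DMSO above a set limit, roughly screen mean plus 3 SD, cut at about 180% in these data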;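 note: median GFP fluorescence of the barcode-gated MEP2-GFP cells per well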
CIT2-GFP yeast: alters CIT2-GFP fluorescence in TOR pathway yeast screen; GFP response vs DMSO, % at 10 µM; S. cerevisiae CIT2-GFP strain, flow cytometry, 3 h; 100 means same as DMSO wells; AID 2029; actives 0.065% (n = 320,000);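 active = GFP response relative to DMSO above a set limit, near the screen mean plus 3 SD, cut at about 150% in these data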;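 note: ratio of well median GFP fluorescence to mean of DMSO wells on the plate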
LAP4 TOR yeast: alters LAP4-GFP fluorescence in TOR pathway yeast screen | GFP response vs DMSO, % at 10 µM | S. cerevisiae LAP4-GFP multiplex, flow cytometry GFP, 3 h; median GFP as percent of DMSO wells | AID 2023 | actives 0.34% (n = 320,000);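 active = GFP response vs DMSO above a set limit, about the screen mean plus 3 SD, cut at about 150% in these data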
GRK2 aptamer HTS: blocks RNA aptamer binding to human GRK2; bead flow cytometry, FAM-aptamer displacement from GRK2; inhibition of aptamer binding, % at 10 µM; actives 0.59% (n = 330,000); AID 488847;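 active = inhibition of aptamer binding above 40%, roughly 3 SD of noise, on plates passing a quality check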;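 note: median bead fluorescence of bound FAM aptamer so fluorescent compounds give negative values; no value below 0 was filed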
Target sequence (P25098 whole entry, looked up): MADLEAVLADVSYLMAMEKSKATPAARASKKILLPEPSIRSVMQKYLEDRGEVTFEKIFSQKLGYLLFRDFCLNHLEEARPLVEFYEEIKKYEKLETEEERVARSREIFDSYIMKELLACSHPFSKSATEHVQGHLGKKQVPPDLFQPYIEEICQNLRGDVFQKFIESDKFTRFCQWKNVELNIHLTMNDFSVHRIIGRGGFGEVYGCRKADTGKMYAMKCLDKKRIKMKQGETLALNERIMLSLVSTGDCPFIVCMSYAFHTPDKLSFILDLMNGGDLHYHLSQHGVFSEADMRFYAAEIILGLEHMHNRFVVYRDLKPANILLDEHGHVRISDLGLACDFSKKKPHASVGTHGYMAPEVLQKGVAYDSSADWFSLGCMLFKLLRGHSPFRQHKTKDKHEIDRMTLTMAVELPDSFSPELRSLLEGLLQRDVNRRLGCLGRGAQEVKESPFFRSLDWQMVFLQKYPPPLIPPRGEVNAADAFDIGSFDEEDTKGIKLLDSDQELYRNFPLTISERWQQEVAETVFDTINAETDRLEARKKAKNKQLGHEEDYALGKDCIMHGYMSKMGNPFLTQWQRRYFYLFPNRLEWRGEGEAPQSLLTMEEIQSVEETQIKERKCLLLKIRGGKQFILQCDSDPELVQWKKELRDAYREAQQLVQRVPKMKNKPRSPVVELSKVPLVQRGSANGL
VLA-4 inh: inhibition in a human VLA-4 binding assay; P13612; VLA-4 expressing cells, ligand binding flow cytometry; inhibition, % (about 7 µM as worked out from the volumes in the protocol); actives 0.2% (n = 330,000); AID 2557; in the data active = inhibition above about 50%
AGP1 TOR yeast: yeast TOR pathway AGP1-GFP modulation; GFP response vs DMSO, % at 10 µM; S. cerevisiae AGP1-GFP multiplex flow cytometry, 3 h; GFP as percent of DMSO wells; actives 0.02% (n = 320,000); AID 2066;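 active = GFP response relative to DMSO above a set limit, near screen average plus 3 SD, cut at about 150% in these data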;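 note: median GFP channel fluorescence of the gated AGP1 strain per well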
* = called active by the depositor; . = no result given. Rows were taken by chance; about 1.7% have a hit in one of these screens.

SMILES	CR mimetic SO	RPL19A-GFP yeast	MEP2 TOR yeast	CIT2-GFP yeast	LAP4 TOR yeast	GRK2 aptamer HTS	VLA-4 inh	AGP1 TOR yeast
COc1ccccc1N1CCN(C/C=C/c2ccc(N(C)C)cc2)CC1	91	96	96	104	90	0	-2	95
Cc1cc2cc(C)c(NCCNC(=O)c3cccc(F)c3)nc2cc1C	106	101	104	107	85	0	-13	100
CC(C)Cn1c(=O)c2c(nc3n2CCS3)n(C)c1=O	92	102	99	101	115	2	-9	115
CN1CCC(NCCC(c2ccc(F)cc2)c2ccc(Cl)cc2)CC1 (stereo unspecified)	93	99	105	88	97	0	38	92
COc1ccc(CNC(=O)C(C)OC(=O)c2cccc(N(C)C)c2)cc1 (stereo unspecified)	92	104	98	98	106	1	29	102
O=C1NC[C@@H](Cc2cccc3ccccc23)N(CC2(c3ccccc3)CC2)C1=O	104	98	96	97	98	4	22	97
COc1ccc(Cl)cc1NC(=O)c1ccccc1C	101	92	102	93	98	2	0	92
O=C(c1ccc(Cl)c(Cl)c1)N1CCN(c2ccccn2)CC1	102	103	104	98	96	2	-5	97
c1ccc(-n2c(Cc3cn4ccsc4n3)nnc2N2CCOCC2)cc1	115	94	99	94	96	0	19	96
CN(Cc1ccccc1)C(NC(=O)c1ccco1)C(Cl)(Cl)Cl (stereo unspecified)	74	96	95	87	117	1	17	99
CC(C)CNc1cc(N2CCCC2)ccc1[N+](=O)[O-]	91	95	97	101	110	2	0	94
NC(=S)N=Nc1c(O)n(CCCl)c2ccccc12	97	101	104	96	103	2	4	98

Reprinted from the part before: 5 entries, followed by the next part.
SMILES	CR mimetic SO	RPL19A-GFP yeast	MEP2 TOR yeast	CIT2-GFP yeast	LAP4 TOR yeast	GRK2 aptamer HTS	VLA-4 inh	AGP1 TOR yeast
O=C(c1ccc(Cl)c(Cl)c1)N1CCN(c2ccccn2)CC1	102	103	104	98	96	2	-5	97
c1ccc(-n2c(Cc3cn4ccsc4n3)nnc2N2CCOCC2)cc1	115	94	99	94	96	0	19	96
CN(Cc1ccccc1)C(NC(=O)c1ccco1)C(Cl)(Cl)Cl (stereo unspecified)	74	96	95	87	117	1	17	99
CC(C)CNc1cc(N2CCCC2)ccc1[N+](=O)[O-]	91	95	97	101	110	2	0	94
NC(=S)N=Nc1c(O)n(CCCl)c2ccccc12	97	101	104	96	103	2	4	98
O=C(Nc1ccc(-c2ccc([N+](=O)[O-])cc2)cc1)c1ccccc1F	92	93	106	93	92	0	13	92
O=C(OCc1ccccc1)C1=NNC2C(=O)N(Cc3ccccc3)C(=O)C12 (stereo unspecified)	93	100	101	94	88	1	-2	94
N/C(=N\N=C\c1ccc(Br)o1)c1nonc1N	94	99	98	91	105	0	4	100
C/C(=N/NC(=O)c1ccco1)c1ccc(NC(=O)c2ccc(F)cc2)cc1	104	104	107	110	115	0	0	109
NC(=O)C1(N2CCCCC2)CCN(c2nc(-c3ccc(Br)cc3)cs2)CC1	96	.	102	131	111	2	-1	110
Cc1cccc(CC(=O)Nc2sc(C(C)C)cc2C(=O)N2CCOCC2)c1	105	107	97	100	91	1	5	97
COCCNC(=O)C1CC2Cn3c(nc4cc(C)c(C)cc43)C2N1C (stereo unspecified)	99	100	100	102	94	0	34	100
CCOC(=O)c1nc(Nc2ccc(C(=O)O)cc2)c2ccccc2n1	106	104	102	104	101	2	-4	105
COc1ccccc1NC(=O)CS(=O)(=O)c1cccc2nsnc12	117	105	114	113	98	0	15	104
Cc1ccc(S(=O)(=O)N(C)CCCC(=O)NC(C)(C)C)cc1	124	95	105	96	99	0	27	104
CCn1c(Cc2ccccc2)nnc1SCC(=O)Nc1ccc(S(N)(=O)=O)cc1	101	100	104	93	91	2	8	105
CC(=O)Nc1ccc(NC(=O)CN(C)S(=O)(=O)c2ccc3ccccc3c2)cc1	102	102	96	101	99	9	27	104
Cc1cc(C)n(Cc2nc3ccccc3n2C)n1	106	99	96	96	97	0	13	101
C/C(CC(=O)Nc1cc(C)ccn1)=N\NC(=O)c1ccccc1C	81	98	99	102	108	2	3	107
C=CCN1C(=O)C2C3C=CC(C2C1=O)C1C2C(=O)N(CC=C)C(=O)C2C31 (stereo unspecified)	95	94	94	90	92	0	-4	91
CC(=C1C2C=CC1C1C(=O)NC(=O)C21)c1ccccc1 (stereo unspecified)	102	99	97	103	100	4	9	105
Cc1nnc(SCc2ccc([N+](=O)[O-])cc2)o1	103	99	91	92	111	3	-1	101
O=c1cc(CN2CCN(c3cccc(Cl)c3)CC2)c2cc3c(cc2o1)CCCC3	108	92	113	88	125	1	5	94
COc1ccccc1NC(=O)N1CCCC1C(=O)NCc1ccccc1F (stereo unspecified)	96	100	102	98	94	0	-5	104
Cc1cc(Nc2ccc3c(c2)OCCO3)n2nc(C)nc2n1	98	97	93	103	97	0	-2	104
CSc1ccccc1NC(=O)COC(=O)c1cnc(C)cn1	109	86	88	92	90	4	18	90
COc1ccc2c(c1)OC[C@H]1[C@@H]2N2C(=O)CNC(=O)[C@@]2(C)[C@H]1c1ccccc1	117	90	92	93	96	0	-2	93
O=C(NC1CCN(Cc2ccccc2)CC1)C1CCN(c2nnc(-n3cccc3)s2)CC1	91	95	97	95	96	0	44	99
CC(C)C(=O)NC(C)C(c1cccs1)N1CCOCC1 (stereo unspecified)	102	98	101	101	103	0	-9	96
Cn1c(Cn2c(=O)sc3ccccc32)nnc1SCC(=O)NCc1ccc(F)cc1	98	97	109	92	100	3	7	103
O=C1CC(C(=O)N2CCC(N3CCC(C(=O)NC4CC4)CC3)CC2)c2ccccc21 (stereo unspecified)	97	98	101	100	98	0	1	104
COc1cc(C(=O)O/N=C2\C=CC(=O)C(C)=C2)cc(OC)c1OC	100	94	91	92	106	0	10	102
COc1ccc(CNC(=S)Nc2ccccc2Cl)cc1	92	103	105	91	99	2	1	95
CCN1CCN(c2ccc(S(=O)(=O)N3CCOCC3)cc2N)CC1	91	100	97	110	92	4	6	97
Cn1nnnc1SCC(=O)NC1CCCC1	99	102	92	103	93	1	5	102
COc1cccc(CC(NC(C)=O)C(=O)NC2CCN(c3nc(C)cc(C)c3C#N)CC2)c1OC (stereo unspecified)	102	106	109	109	107	0	0	108
COc1ccc(CNC(=O)COC(=O)c2ccc(S(=O)(=O)N3CCCCC3)cc2)cc1	99	105	109	117	94	2	9	101
Nc1nnc(/C=C/c2ccccc2Cl)s1	106	94	90	88	116	0	0	95
CC(C)(C)c1cc(/C=N/NC(=O)C[n+]2ccccc2)cc(C(C)(C)C)c1O	100	95	97	116	82	0	18	95
O=C(NCc1ccc(F)cc1)C1CCCN(S(=O)(=O)c2cccc3nonc23)C1 (stereo unspecified)	109	107	109	110	121	0	4	122
Cc1ccnn1Cc1cc(C(=O)O)c2ccccc2n1	112	92	96	84	98	2	5	99
CC(=O)N1c2ccccc2[C@H](C)[C@H]1C	113	95	94	92	109	0	13	102
CCOC(=O)CSc1nnc(CNC(=O)c2ccco2)n1-c1ccc(F)cc1	99	97	107	103	116	0	12	99
c1ccc(-c2csc3ncnc(NCCN4CCOCC4)c23)cc1	92	103	111	109	107	0	-1	107
CCc1nc2ccccc2n1Cc1ccc(F)cc1	93	97	114	98	103	0	-3	103
Cn1c(C(=O)NCC2CCCO2)cc2oc3ccccc3c21 (stereo unspecified)	101	99	107	98	116	0	14	103
CC(=O)COc1ccc2c3c(c(=O)oc2c1C)CCCCC3	86	93	97	98	102	2	5	93
Cc1ccccc1SCC(=O)OCC(=O)N(C)c1c(N)n(Cc2ccccc2)c(=O)[nH]c1=O	100	103	101	99	94	3	-17	108
CS(=O)(=O)Oc1ccccc1/C=C1/N=C(c2ccc(F)cc2)OC1=O	87	102	78	85	96	0	-6	85
COCC(=O)N1CCC(Oc2ccc(C(=O)NCc3csc(C(C)C)n3)cc2)CC1	79	100	94	104	97	0	7	104
COc1ccc(N(CC(=O)NC2CC3CCC2C3)S(=O)(=O)c2ccc(C)c([N+](=O)[O-])c2)cc1 (stereo unspecified)	107	101	105	109	96	0	-1	98
CC(C)(CNC(=O)c1cccc(NS(=O)(=O)c2ccc(Br)cc2)c1)N1CCOCC1	125	71	90	93	78	0	2	88
O=C1CC(N2CCC(c3nc4ccccc4[nH]3)CC2)C(=O)N1c1ccccc1F (stereo unspecified)	99	95	100	97	97	4	2	101
Nc1ccccc1Nc1cc(-c2ccccc2)nn1-c1cccc(Cl)c1	102	96	108	95	102	1	10	96
CN(C)Cc1c(C(=O)N/N=C/c2cccc(OCc3ccc(F)cc3)c2)nnn1-c1nonc1N	112	101	99	97	110	1	24	98
COc1ccc(NC(=O)/C(C#N)=C/c2ncc([N+](=O)[O-])n2C)c(OC)c1	94	100	134	117	182*	0	-7	104
CN(CCOc1ccc(Cl)cc1)C(=O)c1ccccc1SCC(=O)N1CCCC1	81	99	102	96	104	0	-13	102
CS(=O)(=O)c1ccc(NC(=O)C2CCCN(C(=O)c3ccc(Cl)cc3)C2)cc1 (stereo unspecified)	89	100	108	98	100	0	11	103
COC(=O)c1c(=O)n(O)c2ccc(OC)cc2[n+]1[O-]	93	99	104	105	104	0	-7	101
CC(C)NC(=O)N(C)C[C@H]1Oc2c(NC(=O)Nc3ccc4c(c3)OCO4)cccc2C(=O)N([C@H](C)CO)C[C@@H]1C	89	104	100	94	104	1	-2	103
Cc1cc(S(=O)(=O)N2CCOCC2)ccc1OCC(=O)N1CCC(C)CC1	103	94	110	90	113	0	10	93
CCn1c(CC(=O)Nc2ccc(OC)cc2)nnc1SCC(=O)N1CCOCC1	113	102	98	98	94	2	6	98
Cc1cccc(N(C(=O)c2csnn2)C(C(=O)NC2CCCCC2)c2ccncc2)c1 (stereo unspecified)	102	105	108	103	103	0	2	102
Cc1cccc(NC(=O)CCC2CCN(C(=O)C3CC=CCC3)CC2)c1 (stereo unspecified)	108	97	104	94	89	1	-2	94
O=C(Cc1c(C(=O)O)[nH]c2ccc(Cl)cc12)Nc1ccc2c(c1)OCCO2	89	104	135	102	86	4	4	103

Quoted at random: 2 records from the list.
SMILES	CR mimetic SO	RPL19A-GFP yeast	MEP2 TOR yeast	CIT2-GFP yeast	LAP4 TOR yeast	GRK2 aptamer HTS	VLA-4 inh	AGP1 TOR yeast
Cc1cc(S(=O)(=O)N2CCOCC2)ccc1OCC(=O)N1CCC(C)CC1	103	94	110	90	113	0	10	93
COC(=O)c1c(=O)n(O)c2ccc(OC)cc2[n+]1[O-]	93	99	104	105	104	0	-7	101

(further entries)
SMILES	CR mimetic SO	RPL19A-GFP yeast	MEP2 TOR yeast	CIT2-GFP yeast	LAP4 TOR yeast	GRK2 aptamer HTS	VLA-4 inh	AGP1 TOR yeast
COc1ccc(NC(=O)CC2C(=O)N(c3cccc(OC)c3)C(=O)N2C2CCCCC2)cc1 (stereo unspecified)	97	101	105	103	101	3	15	108
COc1ccc(Cl)cc1N1Cc2ccccc2C1	112	95	97	87	89	0	-1	88
O=C1Nc2cc3c(cc2Sc2ccccc21)OCCO3	101	92	92	99	90	4	-9	94
Cc1[nH]c(=S)c(C#N)c(C)c1Cc1ccc(Cl)cc1Cl	92	97	91	96	113	1	4	103
CCOc1ccc(/C=C2\C(=O)c3ccccc3OC2c2ccccc2)cc1 (stereo unspecified)	122	92	99	90	99	0	-1	96
CN(C)c1ccc(NC(=O)c2cccc(N3C(=O)C4C5C=CC(C5)C4C3=O)c2)cc1 (stereo unspecified)	90	100	100	103	101	0	-2	100
O=C(NCc1ccc(F)cc1)c1cc(-c2cccs2)on1	91	97	102	92	107	0	-4	93
O=C(Nc1ccccc1Cl)c1cccc(COc2cc(Cl)ccc2Cl)c1	101	99	95	90	97	2	5	95
Cc1cc(C)c(S(=O)(=O)N2CCCOC2CNC(=O)C(=O)NCCCn2ccnc2)c(C)c1 (stereo unspecified)	103	101	99	103	89	0	-3	94
Cc1nn(C(=O)Cn2ccc([N+](=O)[O-])n2)c(C)c1Br	96	97	100	104	100	2	-20	98

From PubChem
